E-sel TNF inh = blocks E-selectin expression induced by TNF alpha; HUVEC TNFa-induced E-selectin immunofluorescence, high content; inhibition, % at 2 µM; actives 0.71% (n = 120,000);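 active = inhibition above the batch mean plus 3 SD, and confirmed as a hit on visual image review, cut at about 43% in these data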;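 note: 0% = TNF-stimulated DMSO wells and 100% = unstimulated control wells; not every result past the cut was called active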
MRP1 act = activates MRP-1; H69AR cells + doxorubicin, viability rescue, CellTiter-Glo; viability increase, % at 10 µM; actives 0.61% (n = 140,000); AID 799;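 active = viability gain under doxorubicin at or above a set limit, the compound median plus 3 SD, cut at about 4.7% in these data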;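 note: MRP-1 overexpressing cells given doxorubicin 25 µM after compound pretreatment; 18-22 h compound pretreatment then 72 h with doxorubicin before readout; 0% = doxorubicin-only wells and 100% = vehicle-treated cells without doxorubicin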
NPY Y2 blocker = NPY-Y2 (human) receptor antagonism | P49146 | NPY-Y2 expressing cells, antagonist mode | inhibition, % at 2.7 µM | actives 0.99% (n = 140,000) | AID 793; in the data active = inhibition above about 17%;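 note: 0% = vehicle with agonist challenge and 100% = reference antagonist with challenge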
Target sequence (P49146 whole entry, looked up): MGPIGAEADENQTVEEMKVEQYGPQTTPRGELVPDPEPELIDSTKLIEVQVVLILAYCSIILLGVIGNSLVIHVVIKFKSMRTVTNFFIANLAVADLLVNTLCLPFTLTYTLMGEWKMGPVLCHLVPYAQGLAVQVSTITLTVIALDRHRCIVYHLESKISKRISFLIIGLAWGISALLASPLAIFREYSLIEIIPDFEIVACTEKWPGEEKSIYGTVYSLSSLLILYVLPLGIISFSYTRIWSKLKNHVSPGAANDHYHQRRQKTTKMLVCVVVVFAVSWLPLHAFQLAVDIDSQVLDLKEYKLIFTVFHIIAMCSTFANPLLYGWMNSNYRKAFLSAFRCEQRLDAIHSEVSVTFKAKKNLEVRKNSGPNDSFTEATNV
Phagocyt inh = inhibitors of macrophage phagocytosis. actives 0.07% (n = 110,000). J774A.1 macrophage IgG-bead phagocytosis, imaging. inhibition, % at 5 µM;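 active = inhibition above the mean of the plate negative controls plus 5 SD, cut at about 13% in these data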;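 note: phagocytic index as fraction of beads internalized from green versus red external bead signal; plate controls were DMSO negative control for no effect and cytochalasin-D positive control for full effect; some results beyond the cut were filed as inactive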
Measles CPE = protection of cells from measles virus. actives 1.5% (n = 140,000). AID 841. protection (pct of control), % at 4 µM. Measles virus-infected cells, CPE protection, absorbance; in the data active = protection mostly above about 24%, no sharp cut-off; inactive = mostly below about 26%; note: some compounds called inactive have numbers as strong as hits
BB579 growth dn = reduces growth of yeast BB579 in restrictive medium; S. cerevisiae BB579 growth, OD615, 48 h; inhibition, % at 10 µM; actives 0.51% (n = 140,000); AID 804;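 active = inhibition above a set limit, 3 SD over the mean compound inhibition, cut at about 44% in these data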; note: inactives centre near -24
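controls = amphotericin B 10 µg/mL, positive | assay system = DeaD yeast strain BB579 | schedule = 48 h compound exposure at 30 °C after 4 h preincubation | detection = OD615 turbidity measurement | medium = restrictive CSMM-D medium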
PTEN del growth = growth suppressors of cells with PTEN tumor suppressor deletion | viability, % at 10 µM | actives 1.2% (n = 140,000) | HCT116 PTEN-null viability, CellTiter-Glo, 60 h; stronger effect = lower value | AID 827;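 active = viability at or below a set limit, 4 SD under the median of all tested compounds, cut at about 3.7% in these data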;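 note: PTEN knockout HCT116 line with beta catenin targeted HCT116 as companion control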
HCT116 bCat-KO = beta-catenin-lacking colon tumor cell growth suppression; HCT116 beta-catenin knockout viability, CellTiter-Glo, 60 h; stronger effect = lower value; viability, % at 10 µM; actives 1.5% (n = 140,000); AID 818;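 active = viability at or under a set limit, the compound median less 4 SD, cut at about 6% in these data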;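 note: 0% = Hyamine 1622 control at 20 µM and 100% = untreated cell control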
Yeast life ext = extends the lifespan of yeast | S. cerevisiae growth with nicotinamide, OD615; deaD strain in restrictive glucose medium | inhibition of the nicotinamide effect, % at 10 µM | actives 0.68% (n = 130,000);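 active = inhibition above a set limit, placed 3 SD over the median of all compounds, cut at about 26% in these data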;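 note: 0% = nicotinamide-treated wells and 100% = cells grown without nicotinamide; some compounds called inactive have numbers as strong as hits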
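Assay system: engineered S. cerevisiae DeaD replicative-lifespan strain, galactose-grown log-phase cells; medium: restrictive CSMM-D dextrose medium; also added: nicotinamide, 1.5 mM, co-present with compound; schedule: 48 h compound exposure at 30 °C, humidified; detection: absorbance at 615 nm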
GALR2 antag = blocks the human galanin receptor 2. GALR2-expressing cells, antagonist mode. actives 0.39% (n = 140,000). O43603. inhibition, % at 4 µM; in the data active = inhibition above about 27%;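 note: cells stimulated with galanin 1-16 at roughly its EC80; 0% = agonist challenge control and 100% = basal control without agonist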
Target sequence (O43603 whole entry, looked up): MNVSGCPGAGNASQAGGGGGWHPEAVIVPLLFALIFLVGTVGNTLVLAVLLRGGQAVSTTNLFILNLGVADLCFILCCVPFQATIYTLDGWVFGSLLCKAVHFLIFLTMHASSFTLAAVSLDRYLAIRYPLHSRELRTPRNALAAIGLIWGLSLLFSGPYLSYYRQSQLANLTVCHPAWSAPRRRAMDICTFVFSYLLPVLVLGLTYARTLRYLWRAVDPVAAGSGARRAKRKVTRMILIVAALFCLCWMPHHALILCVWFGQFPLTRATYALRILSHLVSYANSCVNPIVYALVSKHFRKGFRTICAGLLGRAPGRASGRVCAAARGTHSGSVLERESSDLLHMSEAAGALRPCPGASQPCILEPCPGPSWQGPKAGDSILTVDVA
* marks the source's active call; other numbers are inactive results; & = joins results of further samples.

How did CCCNC(=O)C(C)n1c2ccccc2c2nc(=O)cc(C)n21 (configuration not stated) do in these assays?
E-sel TNF inh: -6; MRP1 act: -1.9; NPY Y2 blocker: 4; Phagocyt inh: -1; Measles CPE: 13; BB579 growth dn: 11; PTEN del growth: 96; HCT116 bCat-KO: 94; Yeast life ext: -8; GALR2 antag: -18

What do the screens show for `CC(=O)c1ccc(NC(=O)C(=O)c2cn(CC(=O)N3CCCCC3)c3ccccc23)cc1`?
E-sel TNF inh: -3; MRP1 act: -0.1; NPY Y2 blocker: 1; Phagocyt inh: -2; Measles CPE: 5; BB579 growth dn: -33; PTEN del growth: 97; HCT116 bCat-KO: 88; Yeast life ext: -5; GALR2 antag: -1

How did COc1ccc(CCNC(=O)C/C(C)=N/NC(=O)c2ccc(N)cc2)cc1OC do in these assays?
MRP1 act: 0.2; NPY Y2 blocker: -1; Phagocyt inh: 0; Measles CPE: 6; BB579 growth dn: -58; PTEN del growth: 106; HCT116 bCat-KO: 100; Yeast life ext: -4; GALR2 antag: 6

How did COc1ccc(CCN2C(=O)NC(NC(=O)CC(C)C)(C(F)(F)F)C2=O)cc1OC (configuration not stated) do in these assays?
MRP1 act: -1.6; NPY Y2 blocker: 1; Phagocyt inh: -7; Measles CPE: 17; BB579 growth dn: -48; PTEN del growth: 84; HCT116 bCat-KO: 90; Yeast life ext: 3; GALR2 antag: 12

What do the screens show for `CC1CCN(C(=S)c2ccccc2O)CC1`?
E-sel TNF inh: -9; MRP1 act: -0.8; NPY Y2 blocker: 4; Phagocyt inh: -1; Measles CPE: 0; BB579 growth dn: -44; PTEN del growth: 112; HCT116 bCat-KO: 96; Yeast life ext: -6; GALR2 antag: 1

Results for Cc1cc2cc(CNC(=O)c3ccc(S(=O)(=O)N4CCCCC4)cc3)ccc2[nH]1 ?
E-sel TNF inh: -17; MRP1 act: -1.6; NPY Y2 blocker: 0; Phagocyt inh: 1; Measles CPE: 35*; BB579 growth dn: -27; PTEN del growth: 89; HCT116 bCat-KO: 88; Yeast life ext: -8; GALR2 antag: 9

Results for CCOc1ccccc1C(=O)N(CN1CCCC1=O)c1cccc(Cl)c1 ?
MRP1 act: -2.5; NPY Y2 blocker: 0; Phagocyt inh: 0; Measles CPE: 10; BB579 growth dn: -3; PTEN del growth: 100; HCT116 bCat-KO: 94; Yeast life ext: -12; GALR2 antag: 10

How did CC(C)C(=O)N1CCN(c2ccc([N+](=O)[O-])cc2Cl)CC1 do in these assays?
E-sel TNF inh: -1; MRP1 act: -1.0; NPY Y2 blocker: 2; Measles CPE: 15; BB579 growth dn: 3; PTEN del growth: 97; HCT116 bCat-KO: 87; Yeast life ext: -2; GALR2 antag: -4

How did CN1CCN(S(=O)C23CC4CC(CC(C4)C2)C3)CC1 (configuration not stated) do in these assays?
E-sel TNF inh: 11; MRP1 act: -2.9; NPY Y2 blocker: 2; Measles CPE: 20; BB579 growth dn: -20; PTEN del growth: 94; HCT116 bCat-KO: 87; Yeast life ext: -3; GALR2 antag: 1

How did COCC(C)NC(=O)C1CC(=O)N(c2ccc(C)cc2)C1 (configuration not stated) do in these assays?
MRP1 act: 0.3; NPY Y2 blocker: -1; Measles CPE: -2; BB579 growth dn: -11; PTEN del growth: 98; HCT116 bCat-KO: 107; Yeast life ext: -10; GALR2 antag: -7

How did O=S(=O)(c1cccc(S(=O)(=O)N2CCOCC2)c1)N1CCCCC1 do in these assays?
E-sel TNF inh: 16; MRP1 act: -1.0; NPY Y2 blocker: 1; Phagocyt inh: -1; Measles CPE: 24; BB579 growth dn: 7; PTEN del growth: 95; HCT116 bCat-KO: 96; Yeast life ext: -3; GALR2 antag: 8

How did CCCN=Cc1sc2ccc(OCC)cc2c1O do in these assays?
MRP1 act: 1.1; NPY Y2 blocker: 2; Phagocyt inh: 1; Measles CPE: 2; BB579 growth dn: -51; PTEN del growth: 103; HCT116 bCat-KO: 95; Yeast life ext: -11; GALR2 antag: 1

Results for CCOc1ccccc1N(CC(=O)Nc1cc(OC)ccc1OC)S(C)(=O)=O ?
E-sel TNF inh: -4; MRP1 act: -2.6; NPY Y2 blocker: 1; Phagocyt inh: 1; Measles CPE: 40; BB579 growth dn: -5; PTEN del growth: 93; HCT116 bCat-KO: 94; Yeast life ext: -8; GALR2 antag: -7

Results for CCCOc1ccc(NCC(=O)Nc2ccc(C)cc2C)cc1 ?
E-sel TNF inh: 7; MRP1 act: -2.2; NPY Y2 blocker: 4; Measles CPE: 11; BB579 growth dn: -7; PTEN del growth: 69; HCT116 bCat-KO: 73; GALR2 antag: 3

How did Cc1ccc(N/N=C/c2ccc3c(c2)OCCO3)cc1Cl do in these assays?
E-sel TNF inh: -7; MRP1 act: -0.7; NPY Y2 blocker: -1; Phagocyt inh: 1; Measles CPE: 10; BB579 growth dn: 15; PTEN del growth: 66; HCT116 bCat-KO: 70; Yeast life ext: -9; GALR2 antag: 4

What do the screens show for `O=C(CCn1c(=O)[nH]c2ccsc2c1=O)NCCc1ccc(Cl)cc1`?
E-sel TNF inh: -27; MRP1 act: 1.1; NPY Y2 blocker: 0; Phagocyt inh: -1; Measles CPE: 17; BB579 growth dn: -47; PTEN del growth: 107; HCT116 bCat-KO: 93; Yeast life ext: -1; GALR2 antag: -2

What do the screens show for `O=C(CCSc1nnc(-c2ccncc2)o1)Nc1cccc2ccccc12`?
E-sel TNF inh: -12; MRP1 act: -5.1; NPY Y2 blocker: 3; Measles CPE: 9; BB579 growth dn: -40; PTEN del growth: 73; HCT116 bCat-KO: 75; GALR2 antag: -5

How did CC(=O)c1c(C(C)=O)c(C)n(-c2ccc(C)c(NC(=O)c3ccccc3Cl)c2)c1C do in these assays?
MRP1 act: -2.5; NPY Y2 blocker: 4; Measles CPE: 17; BB579 growth dn: -26; PTEN del growth: 98; HCT116 bCat-KO: 91; Yeast life ext: 2; GALR2 antag: 7

How did Cc1c(C(=O)OCC2CCCO2)[nH]c2c1C(=O)CC(c1ccco1)C2 (configuration not stated) do in these assays?
MRP1 act: -1.1; NPY Y2 blocker: 2; Phagocyt inh: 11; Measles CPE: 5; BB579 growth dn: -50; PTEN del growth: 17; HCT116 bCat-KO: 16; Yeast life ext: -13; GALR2 antag: 1

How did O=C(/C=C/c1cccc([N+](=O)[O-])c1)NCCSCc1ccc(Cl)cc1Cl do in these assays?
MRP1 act: 1.8; NPY Y2 blocker: 7; Phagocyt inh: -7; Measles CPE: 1; BB579 growth dn: -45; PTEN del growth: 62; HCT116 bCat-KO: 63; Yeast life ext: 3; GALR2 antag: 0

How did COc1ccc2c(c1)c(C(O)CN1CCC3(CC1)OCCO3)c(C)n2C (configuration not stated) do in these assays?
E-sel TNF inh: -4; MRP1 act: -1.3; NPY Y2 blocker: 0; Phagocyt inh: 2; Measles CPE: 6; BB579 growth dn: -33; PTEN del growth: 83; HCT116 bCat-KO: 81; Yeast life ext: -5; GALR2 antag: 6

How did CN(C)c1ccc(C(CNS(=O)(=O)c2ccc(F)c(F)c2)c2c[nH]c3ccccc23)cc1 (configuration not stated) do in these assays?
E-sel TNF inh: 10; MRP1 act: -4.9; NPY Y2 blocker: 0; Phagocyt inh: -3; Measles CPE: 8; BB579 growth dn: -44; PTEN del growth: 71; HCT116 bCat-KO: 80; Yeast life ext: 2; GALR2 antag: -4

What do the screens show for `CCn1c(CNC(=O)Cc2ccc(OC)cc2)nnc1SCC(=O)NC1CCCCC1`?
MRP1 act: -2.2; NPY Y2 blocker: 1; Phagocyt inh: 0; Measles CPE: 13; BB579 growth dn: -21; PTEN del growth: 84; HCT116 bCat-KO: 88; Yeast life ext: -7; GALR2 antag: -7

How did COc1ccc(CNC(=O)CCCOc2cc(=O)n(C)c3ccccc23)cc1 do in these assays?
MRP1 act: -1.6; NPY Y2 blocker: 2; Phagocyt inh: 0; Measles CPE: 5; BB579 growth dn: -4; PTEN del growth: 79; HCT116 bCat-KO: 77; Yeast life ext: -2; GALR2 antag: -10

Results for CCN1CCCC1CNC(=O)C1c2cc(OC)c(OC)cc2C(=O)N(C)C1c1cccnc1 (configuration not stated) ?
E-sel TNF inh: 21; MRP1 act: -1.0; NPY Y2 blocker: -3; Phagocyt inh: -4; Measles CPE: 5; BB579 growth dn: -34; PTEN del growth: 97; HCT116 bCat-KO: 99; Yeast life ext: -14; GALR2 antag: -3

How did O=C(Nc1ccc2nc(-c3ccco3)c(-c3ccco3)nc2c1)N1CCCCCC1 do in these assays?
E-sel TNF inh: -52; MRP1 act: -3.2; NPY Y2 blocker: 2; Phagocyt inh: -1; Measles CPE: 0; BB579 growth dn: -13; PTEN del growth: 84; HCT116 bCat-KO: 87; Yeast life ext: -13; GALR2 antag: 4

What do the screens show for `O=c1[nH]c2ccc(Cl)cc2c(-c2ccccc2)c1N1CCN(c2ccccn2)CC1`?
E-sel TNF inh: -64; MRP1 act: -1.1; NPY Y2 blocker: 2; Phagocyt inh: 0; Measles CPE: 16; BB579 growth dn: -42; PTEN del growth: 67; HCT116 bCat-KO: 82; Yeast life ext: 3; GALR2 antag: 5

How did Cc1cc(OC(=O)c2c(Cl)cc(Cl)cc2Cl)nc(C)n1 do in these assays?
E-sel TNF inh: -42; MRP1 act: -4.3; NPY Y2 blocker: 10; Phagocyt inh: -1; Measles CPE: 12; BB579 growth dn: -22; PTEN del growth: 88; HCT116 bCat-KO: 93; Yeast life ext: -9; GALR2 antag: -4

What do the screens show for `COc1ccc(C)cc1S(=O)(=O)NCCc1ccccc1`?
E-sel TNF inh: -45; MRP1 act: 0.1; NPY Y2 blocker: -3; Phagocyt inh: -1; Measles CPE: 5; BB579 growth dn: -39; PTEN del growth: 100; HCT116 bCat-KO: 88; Yeast life ext: 5; GALR2 antag: -24

How did NC1=NC(=O)CC(C(=O)NCc2ccccc2)S1 (configuration not stated) do in these assays?
E-sel TNF inh: -38; MRP1 act: -1.2; NPY Y2 blocker: 1; Phagocyt inh: 8; Measles CPE: 4; BB579 growth dn: 2; PTEN del growth: 96; HCT116 bCat-KO: 98; Yeast life ext: -3; GALR2 antag: -3

How did Cc1ccccc1OCCNc1cc(N2CCCCC2)ccc1[N+](=O)[O-] do in these assays?
E-sel TNF inh: -32; MRP1 act: 1.7; NPY Y2 blocker: 6; Measles CPE: 9; BB579 growth dn: -30; PTEN del growth: 69; HCT116 bCat-KO: 55; Yeast life ext: 2; GALR2 antag: 11

What do the screens show for `CCOC(=O)c1ccc(NC(=O)Cc2coc3cc4c(cc23)CCC4)cc1`?
E-sel TNF inh: 9; MRP1 act: -2.3; NPY Y2 blocker: 9; Phagocyt inh: -1; Measles CPE: 5; BB579 growth dn: -13; PTEN del growth: 81; HCT116 bCat-KO: 84; Yeast life ext: -3; GALR2 antag: 1

How did O=C(CSc1cccc2cccc(Cl)c12)OCC(=O)N1CCN(C(=O)c2ccco2)CC1 do in these assays?
E-sel TNF inh: 33; MRP1 act: -2.2; NPY Y2 blocker: 19*; Phagocyt inh: -1; Measles CPE: 25; BB579 growth dn: 5; PTEN del growth: 91; HCT116 bCat-KO: 98; Yeast life ext: -9; GALR2 antag: -10

Results for Cc1nc(N2CCN(S(=O)(=O)c3ccccc3)CC2)c2cc(-c3ccccc3)sc2n1 ?
E-sel TNF inh: -12; MRP1 act: 2.7; NPY Y2 blocker: 3; Phagocyt inh: 0; Measles CPE: 3; BB579 growth dn: -7; PTEN del growth: 82&94; HCT116 bCat-KO: 75; Yeast life ext: -14; GALR2 antag: -10

Source: PubChem
